Bioassay records: PubChem, several laboratories
MrgX1 antagonist: human MrgX1 receptor antagonism, primary screen; MRGX1-HEK293 calcium flux, Fluo-4, BAM8-22 antagonism; active compounds read low; B-score at 10 µM; hit rate 1.3% among 310,000; AID 588676;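 active = calcium-response B-score plate-corrected more than 3 library SD below zero, starting fluorescence within 5 deviations, no agonist response on first addition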;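 also: peak minus trough fluorescence over baseline after final BAM8-22 challenge near maximal dose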
PolyA inh: blocks polyadenylation in yeast reporter cells | calls only at 12 µM | AID 1875 | hit rate 0.02% among 300,000 | S. cerevisiae SKY197-pL101 polyadenylation reporter, beta-gal luminescence; efflux-impaired pdr1/pdr3 knockout yeast; score 100 = 6 SD above DMSO;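 active = lowest replicate activity score at least 50, where 100 means six control SD above control mean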;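 also: yeast exposed to compound for 9 h at 30 °C; higher score means more reporter readthrough which indicates perturbed polyadenylation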
TRPC4 agonist: TRPC4 (mouse) channel activation | Q9QUQ5 | HEK293 TRPC4beta/mu-opioid, Fluo4 calcium fluorescence; active compounds read high | B-score at 10 µM | hit rate 0.49% among 310,000 | AID 2237;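 active = B-score above 5 SD of library B-scores, and initial fluorescence ratio not above library mean plus 5 SD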;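 also: positive B-score marks a calcium rise read as TRPC4 activation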
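Material: TRPC4beta and mu-opioid receptor HEK293 stable cells | Incubation: 45 min room-temperature Fluo4 loading, 110 s read | Detection: Kinetic Fluo4 calcium fluorescence | Measure: Integrated baseline-normalised fluorescence ratio, converted to per-well B score | Benchmarks: Low control buffer alone, high control maximal DAMGO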
TRPC6 inhibitor: blocks the mouse TRPC6 cation channel. Q61143. HEK293-TRPC6, membrane potential dye, ACh-evoked depolarization; active compounds read low. B-score at 10 µM. hit rate 1.1% among 310,000. AID 2553;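 active = B-score under library mean minus 3 SD, initial fluorescence not abnormally high, positive integrated signal ratio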;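 also: B-score derived from integrated fluorescence ratio over the kinetic read; more negative B-score means stronger inhibition of depolarization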
Target sequence (Q61143 whole entry, looked up): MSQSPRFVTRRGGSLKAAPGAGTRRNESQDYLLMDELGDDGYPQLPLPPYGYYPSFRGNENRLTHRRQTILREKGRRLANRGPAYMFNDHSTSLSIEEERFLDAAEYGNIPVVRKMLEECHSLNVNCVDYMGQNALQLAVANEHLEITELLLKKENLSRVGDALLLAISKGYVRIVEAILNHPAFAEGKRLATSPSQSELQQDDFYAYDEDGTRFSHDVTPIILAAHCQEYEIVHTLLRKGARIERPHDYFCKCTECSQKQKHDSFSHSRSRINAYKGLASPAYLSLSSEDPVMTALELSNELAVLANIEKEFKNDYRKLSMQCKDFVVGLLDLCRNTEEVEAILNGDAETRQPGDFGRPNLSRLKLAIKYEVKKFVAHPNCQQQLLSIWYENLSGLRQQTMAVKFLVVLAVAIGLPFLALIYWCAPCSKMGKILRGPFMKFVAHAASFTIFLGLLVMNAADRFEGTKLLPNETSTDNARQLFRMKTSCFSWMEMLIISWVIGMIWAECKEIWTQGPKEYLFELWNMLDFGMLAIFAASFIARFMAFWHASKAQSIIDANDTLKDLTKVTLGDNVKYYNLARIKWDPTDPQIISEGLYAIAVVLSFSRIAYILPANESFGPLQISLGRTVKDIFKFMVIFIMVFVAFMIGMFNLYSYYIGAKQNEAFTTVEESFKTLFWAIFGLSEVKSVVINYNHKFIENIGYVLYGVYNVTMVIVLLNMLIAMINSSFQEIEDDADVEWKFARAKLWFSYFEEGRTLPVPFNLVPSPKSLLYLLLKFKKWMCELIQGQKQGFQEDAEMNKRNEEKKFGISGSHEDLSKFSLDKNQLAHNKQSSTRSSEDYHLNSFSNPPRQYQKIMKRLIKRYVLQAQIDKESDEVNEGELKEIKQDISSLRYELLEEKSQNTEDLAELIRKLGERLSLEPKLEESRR
TRPC4 potent: allosterically enhances the mouse TRPC4 cation channel; hit rate 0.42% among 310,000; HEK293 TRPC4beta/mu-opioid, DAMGO EC20, Fluo-4 Ca2+ flux; active compounds read high; B-score at 10 µM;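 active = B-score of calcium response area above 5 SD of library B-scores, with initial fluorescence ratio within 5 SD of library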;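 also: B-score of integrated fluorescence ratio over time as area under calcium response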
TRPC4 block: inhibitors of mouse TRPC4 channel | Q9QUQ5 | AID 2247 | B-score at 10 µM | HEK293 TRPC4beta/mu-opioid, DAMGO-evoked Fluo4 calcium flux; active compounds read low | hit rate 0.39% among 300,000;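 active = B-score over 3 SD under the library average, no early fluorescence shift, positive overall ratio signal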
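Material: HEK293 cells with stable TRPC4beta plus mu-opioid receptor expression; probe or stimulus: DAMGO in two steps, submaximal then maximal; technique: Fluo4 calcium fluorescence by kinetic imaging, 5 s 1 Hz baseline; measure: integrated fluorescence ratio relative to baseline, converted to per-well B score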
AI-2 QS mod: modulates the Vibrio harveyi AI-2 quorum sensing system; Vibrio harveyi JMH597 AI-2 luminescence/OD600 ratio, 9 h; active compounds read low; strain lacks LuxN and CqsS sensors; 0 = neutral-control median; activity change, % at 7.5 µM; hit rate 0.4% among 300,000; in the data active = activity change below about -75%, passing the limit was not always enough;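 also: luminescence divided by OD600 gain over 9 h not by final OD600 alone; inactives centre near 13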
TRPC6 activator: activators of mouse TRPC6 channel; B-score at 10 µM; HEK293-TRPC6 membrane potential dye fluorescence; active compounds read high; hit rate 0.13% among 310,000;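 active = B-score of the integrated fluorescence ratio above library mean plus 3 SD, and starting fluorescence ratio within library mean plus 5 SD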;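 also: higher score means more depolarization so channel activation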
MrgX1 PAM: allosterically activates human MrgX1 receptor signaling; MrgX1-HEK293, Fluo-4 calcium flux, FDSS; active compounds read high; B-score at 10 µM; hit rate 0.63% among 310,000; Q96LB2;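 active = plate-corrected calcium response at least 3 library SD above typical, normal starting fluorescence, not activating the receptor alone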;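 also: compound read alongside a low EC10 to EC30 dose of BAM8-22 agonist; peak minus trough fluorescence over baseline measured at the second addition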
MrgX1 agonist: agonists of human MrgX1 receptor; Q96LB2; MrgX1-HEK293 cells, Fluo-4 calcium fluorescence, agonist mode; active compounds read high; B-score at 10 µM; hit rate 0.44% among 310,000; AID 588627;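 active = calcium response B-score plate-corrected fluorescence ratio at least 3 library SD, with starting fluorescence B-score inside 5 SD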
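Assay system: stable human MrgX1 HEK293 cell line. Quantity: 15,000 cells per well. Schedule: cells plated overnight, dye loaded 0.5 h 37 °C, 0.5 h room temperature. Detection: Fluo-4 NW calcium-flux fluorescence, kinetic read. Read-out basis: peak-minus-minimum fluorescence over baseline, converted to B scores. Control set: positive and negative control wells on each plate.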
HIF act: HIF pathway transcriptional activation; hit rate 0.32% among 300,000; AID 1910; U2OS HRE-luciferase reporter, luminescence; normalized: DMSO 0%, desferrioxamine 100%; activation, % at 7.5 µM (by protocol);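 active = mean activation of at least 10% of the iron chelator positive control signal, with at least half of replicates also reaching 10%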
* = called active by the depositor; i = inactive; x = not tested or not shown.

Every second line gives: HIF act	TRPC4 agonist	AI-2 QS mod	TRPC6 inhibitor	PolyA inh	TRPC4 block	TRPC6 activator	MrgX1 antagonist	TRPC4 potent	MrgX1 PAM	MrgX1 agonist
1. C=CCOC(=O)C1=C[C@H](C2CCCCC2)[C@@H](CCCO)[C@H](OCC)O1
  -3.3	i	8	i	i	i	i	i	i	i	i
2. COC(=O)c1cccc(NC2CC(=O)N(c3ccc(OC)c(OC)c3)C2=O)c1 (configuration not stated)
  -0.3	i	3	i	i	i	i	i	i	i	i
3. COc1ccc(-c2cc(C(F)(F)F)nc(N3CCOCC3)n2)cc1OC
  1.4	i	25	i	i	i	i	i	i	i	i
4. Nc1nc(NCCOCCO)nc(NCC2CCCO2)c1[N+](=O)[O-] (configuration not stated)
  -0.7	i	20	i	i	i	i	i	i	i	i
5. CCCc1nnc(SCC(=O)N2CCCC2)n1CC1CCCO1 (configuration not stated)
  -0.3	i	10	i	i	i	i	i	i	i	i
6. CC(=O)NC(CC(=O)c1ccc([N+](=O)[O-])cc1)C(Cl)(Cl)Cl (configuration not stated)
  -0.6	i	13	i	i	i	i	i	i	i	i
7. COc1cc(CN(C)Cc2nc3cc(C(F)(F)F)ccc3c(=O)[nH]2)ccc1OC(F)F
  0.4	i	5	i	i	i	i	i	i	i	i
8. CCOC(=O)C1=C(CN2CCN(C(=O)OCC)CC2)NC(=O)NC1c1ccc2c(c1)OCO2 (configuration not stated)
  0.4	i	-13	i	i	i	i	i	i	i	i
9. COc1ccccc1C(=O)N/C(=C\c1ccc(Br)cc1)C(=O)N1CCCC1
  -0.5	i	15	i	i	i	i	i	i	i	i
10. CCN1C(=O)C(O)(CC(=O)c2ccc3c(c2)OCCO3)c2ccccc21 (configuration not stated)
  x	i	20	i	i	i	i	i	i	i	i
11. Cc1oc(-c2ccccc2F)nc1CS(=O)CC(=O)NC1CC1 (configuration not stated)
  0.2	i	18	i	i	i	i	i	i	i	i
12. CCOC(=O)c1sc(=NC(=O)c2ccc(C)c(C)c2)n(C)c1C
  2.5	i	15	i	i	i	i	i	i	i	i
13. Cc1c(/C(O)=C2/C(=O)C(=O)N(CCN(C)C)C2c2ccc(C(C)C)cc2)cnn1-c1ccccc1 (configuration not stated)
  -0.2	i	11	i	i	i	i	i	i	i	i
14. Cc1cc(C(=O)NCCCN(C)C)c2ccccc2n1
  -0.2	i	21	i	i	i	i	x	i	x	x
15. CC(/C=N/NC(=O)c1nnn(-c2nonc2N)c1CN1CCCCC1)=C\c1ccccc1
  0.1	i	8	i	i	i	i	i	i	i	i
16. COc1ccc(CCNC(=O)NCCc2c[nH]c3ccccc23)cc1OC
  -0.1	i	15	i	i	i	i	i	i	i	i
17. C=CCSc1ncnc2c1oc1nc3c(cc12)COC(C)(C)C3
  0.5	i	4	i	i	i	i	i	i	i	i
18. CCc1nc2ccccc2c(C(=O)OCC(=O)C(C)(C)C)c1C
  -0.3	i	13	i	i	i	i	i	i	i	i
19. CCOc1ccc(NC(=S)Nc2ccc(F)cc2)cc1
  1.0	i	16	i	i	i	i	i	i	i	i
20. CCN(CC)S(=O)(=O)c1ccc(N(C)C)c(NC(=O)CSCc2c(C)noc2C)c1
  0.1	i	53	i	i	i	i	i	i	i	i
21. COc1ccc(S(=O)(=O)N2CCOC2CNC(=O)C(=O)NCCc2ccccc2)cc1C (configuration not stated)
  0.6	i	12	i	i	i	i	i	i	i	i
22. COc1ccc(CCNS(=O)(=O)c2ccc3c(c2)CCN3C(=O)CCC(=O)O)cc1OC
  -0.2	i	1	i	i	i	i	i	i	i	i
23. O=C(CC1Nc2ccccc2NC1=O)NCc1cccnc1 (configuration not stated)
  -0.1	i	10	i	i	i	i	i	i	i	i
24. CCN(CC)S(=O)(=O)c1ccc(C(=O)NCC(c2ccc(OC)cc2)N2CCOCC2)cc1 (configuration not stated)
  0.3	i	4	i	i	i	i	i	i	i	i
25. CCCc1cc(=O)[nH]c(SCc2cccnc2)n1
  x	i	3	i	i	i	i	i	i	i	i
26. COc1cccc(NC(=O)c2nnn(CC(=O)Nc3cc(C)cc(C)c3)c2N)c1
  -0.8	i	21	i	i	i	i	i	i	i	i
27. Cc1nnc(SCC(=O)Nc2sccc2C(N)=O)n1Cc1ccccc1
  x	i	5	i	i	i	i	i	i	i	i
28. O=C(O)c1[nH]c2ccccc2c1NS(=O)(=O)c1ccc(F)cc1
  0.7	i	18	i	i	i	i	i	i	i	i
29. Cc1ccc(-c2c(C#N)c(N)nc3c2CCCC3)o1
  0.8	i	19	i	i	i	i	i	i	i	i
30. C=C(C)c1cccc(C(C)(C)NC(=O)Nc2nncs2)c1
  0.2	i	19	i	i	i	i	i	i	i	i
31. OCCNCc1ccc(-c2ccccc2)cc1
  0.5	i	12	i	i	i	i	i	i	i	i
32. O=C(O)CNC(=S)NCc1ccccc1
  0.5	i	1	i	i	i	i	i	i	i	i
33. COc1ccc(C(O)(CCC(C)C)C(CN2CCOCC2)c2ccc(Cl)cc2)cc1 (configuration not stated)
  0.7	i	12	i	i	i	i	i	i	i	i
34. O=Cc1ccc(-c2ccccc2C(=O)O)o1
  -0.1	i	24	i	i	i	i	i	i	i	i
35. O=C1COc2ccc(C(=O)COC(=O)c3ccco3)cc2N1
  0.3	i	13	i	i	i	i	i	i	i	i
36. Cc1cc(CSc2ccccc2)ccc1NC(=O)c1ccc(Cl)c([N+](=O)[O-])c1
  -29	i	11	i	i	i	i	i	i	i	i
37. Cc1ccccc1NS(=O)(=O)c1ccc(C(=O)NCCCN2CCCC2=O)cc1
  0.3	i	-3	i	i	i	i	i	i	i	i
38. COc1ccc(CNC(=O)Cn2c(=O)n(CC(=O)N3CCCCC3)c(=O)c3sccc32)cc1
  -0.2	i	-11	i	i	i	i	i	i	i	i
39. NC(=O)Cn1cc(C(=O)C(=O)N2CCOCC2)c2ccccc21
  0.0	i	12	i	i	i	i	i	i	i	i
40. CC(C)C(=O)N1c2ccccc2NC2=C(C(=O)CCC2)C1c1ccc(N(C)C)cc1 (configuration not stated)
  0.7	i	15	i	i	i	i	i	i	i	i
41. O=C(c1cc(COc2ccc(F)cc2F)on1)N1CCOCC1
  2.8	i	-12	i	i	i	i	i	i	i	i
42. Cc1ccc([N+](=O)[O-])cc1NC(=S)NC(=O)CC(C)(C)C
  0.0	i	-8	i	i	i	i	i	i	i	i
43. O=C(CC(c1ccccc1)c1ccccc1)Nc1ccc2c(c1)OCCO2
  6.1	i	18	i	i	i	i	i	i	i	i
44. CCCCn1c(N)c(N(CC(C)C)C(=O)c2ccc(N(C)S(=O)(=O)c3ccc(C)cc3)cc2)c(=O)[nH]c1=O
  0.1	i	5	i	i	i	i	i	i	i	i
45. Cc1cccc(Nc2ncnc(N)n2)c1
  0.6	i	4	i	i	i	i	i	i	i	i
46. Cn1cnnc1SCc1ccc(C#N)cc1Cl
  0.3	i	15	i	i	i	i	i	i	i	i
47. CCCn1c(-c2cccc([N+](=O)[O-])c2)nc2c1c(=O)[nH]c(=O)n2Cc1ccccc1
  -0.5	i	-1	i	i	i	i	i	i	i	i
48. CC(=O)N1CCc2c(sc(NC(=O)Cc3ccccc3)c2C#N)C1
  -0.9	i	18	i	i	i	i	i	i	i	i
49. CCCCn1c(-c2nonc2N)nc2ccccc21
  0.7	i	-2	i	i	i	i	i	i	i	i
50. C/C=C(\C)C(=O)N1CCC(C(=O)c2ccccc2)CC1
  -0.7	i	22	i	i	i	i	i	i	i	i
51. COc1ccc(CNC(=O)Nc2ccc3c(c2)N(C)C(=O)CS3)cc1
  -0.1	i	-58	i	i	i	i	i	i	i	i
52. COc1ccc(CCNCC(C)c2ccccc2)cc1 (configuration not stated)
  0.5	i	28	i	i	i	i	i	i	i	i
53. CCCNC(=O)c1sc2c(c1C(=O)Nc1ccccn1)CCCC2
  -0.7	i	3	i	i	i	i	i	i	i	i
54. Cc1ccc(Cl)cc1NC(=O)C1CCCN1S(=O)(=O)c1ccc(-c2ccc(=O)[nH]n2)s1 (configuration not stated)
  -1.0	i	25	i	i	i	i	i	i	i	i
55. COc1ccc(Nc2nnc(-c3ccc(C(=O)NCCO)cc3)c3ccccc23)cc1
  1.0	i	6	i	i	i	i	i	i	i	i
56. Cc1ccc(C(=O)NCCSC(C)(C)C)cc1[N+](=O)[O-]
  3.3	i	8	i	i	i	i	i	i	i	i
57. CCc1cc2ccc(C)cc2nc1SCC(=O)Nc1cc(OC)c(OC)cc1C(=O)O
  0.3	i	6	i	i	i	i	i	i	i	i
58. C/C(=N/N=C1/NC(=O)CC(C(=O)O)S1)c1ccccc1 (configuration not stated)
  0.1	i	14	i	i	i	i	i	i	i	i
59. O=C(CCCCCN1C(=O)c2cccc([N+](=O)[O-])c2C1=O)Nc1ccccc1F
  -0.5	i	22	i	i	i	i	i	i	i	i
60. O=C(NC(=S)N1CCN(c2ccc([N+](=O)[O-])cc2)CC1)c1ccccc1Cl
  -0.4	i	40	i	i	i	i	i	i	i	i
61. O=C(NCCN1CCOCC1)C(=O)NCC1OCCN1S(=O)(=O)c1cc(F)ccc1F (configuration not stated)
  -0.2	i	18	i	i	i	i	i	i	i	i
62. CCC(C)(C)NC(=O)Cn1c(-c2ccc(C)cc2)noc1=O
  -0.1	i	28	i	i	i	i	i	i	i	i

The list is partial; the hit share may differ from the screen's.
